PV pol inh – poliovirus RdRp elongation inhibitors, primary screen, biochemical, fluorescence polarization, total intensity; Genome polyprotein (Poliovirus type 1 (strain Mahoney)), P03300; poliovirus polymerase elongation; stronger effect = lower value; % elongation, % (compound at 16.7 µg/mL); 0.66% of 150,000 active; in the data active = % elongation below about 90%; note: some results filed as inactive read as strong as hits
Target sequence (P03300 1749-2209 limits assumed): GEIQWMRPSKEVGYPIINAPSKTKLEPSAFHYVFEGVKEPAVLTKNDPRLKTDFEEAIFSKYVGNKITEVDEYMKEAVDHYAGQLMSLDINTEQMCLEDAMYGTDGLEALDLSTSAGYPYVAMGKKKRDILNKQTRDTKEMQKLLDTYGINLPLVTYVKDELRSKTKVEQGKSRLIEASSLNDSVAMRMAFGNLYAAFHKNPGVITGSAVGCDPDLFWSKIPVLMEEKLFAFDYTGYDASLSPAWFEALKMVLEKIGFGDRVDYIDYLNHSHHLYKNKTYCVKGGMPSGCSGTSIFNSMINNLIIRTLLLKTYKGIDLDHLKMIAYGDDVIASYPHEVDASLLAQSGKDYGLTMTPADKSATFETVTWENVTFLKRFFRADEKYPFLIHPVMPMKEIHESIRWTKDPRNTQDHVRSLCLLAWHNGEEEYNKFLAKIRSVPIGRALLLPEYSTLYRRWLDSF
PV pol inh FP z-score – also measured in PV pol inh; calls as there; z-score; measured here: FP z-score; hits read low
The depositor's hits bear a star; & = joins results of further samples. An excerpt (hit frequency here may not be typical).

SMILES	PV pol inh	PV pol inh FP z-score
COC(=O)c1ccccc1NC(=O)c1cnc2sc(N3CCOCC3)nn2c1=O	106.0	0.1
CCCc1nnc(SCc2ccccc2C#N)o1	103.0	0.2
CC(C)(C)C(=O)C1=C(O)C(=O)N(c2ccccc2)C1c1ccccc1 (stereo unspecified)	101.0	0
CCOc1ccccc1N(CC(=O)NC)S(C)(=O)=O	102.0	0.4
CC(C#N)(NC(=O)CN1CCN(S(=O)(=O)c2ccccc2Cl)CC1)C1CC1 (stereo unspecified)	106.0	0.3
CC1(C)CN(C(=S)Nc2ccc(F)cc2F)C1=O	101.0	-0.1
CCc1ccccc1NS(=O)(=O)c1ccc2c(c1)OCC(C(=O)N1CCCC1)O2 (stereo unspecified)	105.0	-0.2
CC(C)c1cc(=O)[nH]c(SCc2nc3ccccc3[nH]2)n1	101.0	-0.3
Cc1cccc(/C=N/n2c(C)nnc2C)c1	101.0	-0.1
Cc1cccc(N2C(=O)N(CC(=O)C(C)(C)C)c3ccccc3S2(=O)=O)c1C	109.0	0.5
CCC(=O)N1CCN(c2nc(C(C)C)nc3sc4c(c23)CCCC4)CC1	101.0	-0.3
Cc1cccc(C(=O)OCCN2CCOCC2)c1	105.0	0.1
Cc1ccc(Sc2ccc(N3CCC(C(=O)Nc4ccc(Cl)cc4)CC3)nn2)cc1	108.0	0.5
COc1cc(CO)c(CC(=O)NN)cc1OC	102.0	-0.2
COc1ccc(S(=O)(=O)NCc2ccc(C(=O)N(C)Cc3ccco3)cc2)cc1	103.0	0.7
O=C(O)c1ccccc1N=Cc1c(O)[nH]c2ccccc12	101.0	-0.1
Clc1cccc2c(NCCCN3CCOCC3)cnnc12	101.0	-0.2
O=C1OC(c2ccccc2)=N/C1=C/c1ccco1	103.0	0.5
Cc1csc(NC(=O)C(NC(=O)c2ccccc2)C(C)C)n1 (stereo unspecified)	104.0	0.9
Cc1ccccc1OC1OCCOC1Oc1ccccc1C (stereo unspecified)	102.0	-0.3
Cc1nc(N)nc2c1CCCC2	103.0	0.1
O=C(O)CCC(=O)NC1CCCCC1	103.0	-0.1
Cc1cc(C)c(NC(=O)Cn2nnc(-c3nc(-c4ccncc4)no3)c2N)c(C)c1	112.0	1
O=C(CSc1nccn1Cc1ccccc1)N1CCN(C(=O)c2cccs2)CC1	105.0	0.2
O=C(c1c(F)cccc1F)N1CCN(C/C=C/c2ccccc2)CC1	97.0	-0.5
New compounds follow:
SMILES	PV pol inh	PV pol inh FP z-score
Cc1ccc(CSc2nnc(-n3c(=O)c(C#N)cc4c(=O)n5ccccc5nc43)s2)cc1	99.0	-1.2
Cc1ccc(S(=O)(=O)Nc2cncc(C(=O)NC3CCCC3)c2)cc1	104.0	0.5
c1ccc(Cn2c(Nc3ccccc3)nc3ccccc32)cc1	99.0	-0.5
Cc1ccccc1Cn1c(SCc2ccc(C(=O)NCc3cccs3)cc2)nc2ccncc21	118.0	2.1
O=C(c1ccc(NS(=O)(=O)c2ccc3[nH]c(=O)[nH]c3c2)cc1)N1CCN(c2ccc(F)cc2)CC1	106.0	0.5
CC(C)c1ccc(NC(=O)C2CCN(S(=O)(=O)c3cccc4nonc34)CC2)cc1	105.0	-0.3
Cc1ccccc1-c1n[nH]n2c1nc(=O)c1cc(Cl)ccc12	104.0	0.5
O=C(Cn1c(=O)cnc2ccccc21)NCCc1ccccc1	103.0	0.1
COc1cc(NC(=O)c2noc3c2CC(C(C)(C)C)CC3)cc(OC)c1OC (stereo unspecified)	105.0	0.2
CCC(=O)N1c2ccccc2CC1C(=O)NCCN1CCN(c2cccc(C(F)(F)F)c2)CC1 (stereo unspecified)	105.0	-0.3
Cc1ccc(NC(=O)NC(C)c2c(-n3cccc3)sc(C)c2C)c(C)c1 (stereo unspecified)	109.0	-0.3
C#Cc1ccc(NC(=O)CCc2cc(OC)no2)cc1	102.0	0
COc1ccccc1NC(=O)c1sc2nc(C)c(C(=O)Nc3ccc(C)cc3C)c(-c3ccco3)c2c1N	105.0	-0.1
Cc1nn(-c2ccccc2)c(N2CCCC2)c1/C=N/NC(=O)c1ccccc1O	103.0	0.2
COc1cccc2c(=O)c(NC(=O)N3CCC(CO)CC3)c[nH]c12	101.0	-0.7
CCN(CC)C(=O)CSc1ncnc2c1cnn2-c1ccccc1	99.0	-0.8
COc1ccc(-c2coc3c2c(C)cc2oc(=O)cc(C)c23)cc1	104.0	-0.6
Cc1cccc(OCc2nnc(SCn3nnc4ccccc4c3=O)o2)c1	99.0	-0.3
CCOc1ccc(CNS(=O)(=O)c2ccc3[nH]c4c(c3c2)CCCC4)cc1OC	105.0	-0.2
CCOc1ccc(NC(=O)c2cnc(Nc3ccccc3OC)c3ccccc23)cc1	105.0	-0.1
CC[C@]12C=CCN3CCC4(c5ccc(OC)cc5N(C)[C@H]4C(O)(C(=O)OC)[C@@H]1OC(C)=O)C32 (stereo partly specified)	102.0	0.3
CCSC1=N/C(=C\c2ccc(N(C)C)cc2)C(=O)S1	89.0	-3.2
NC(=O)C1(Nc2ccccc2)CCCCC1	100.0	-0.3
CC1CCN(CC(=O)N2CCCc3c2c(=O)oc2ccc(OCc4ccccc4)cc32)CC1	97.0	-2.5
COC(=O)c1cc2c(ccn2C)n1CC(=O)N(C1CCCCC1)C1CCCCC1	102.0	0

Arranged by molar mass (low to high): some entries from above
SMILES	PV pol inh	PV pol inh FP z-score
C#Cc1ccc(NC(=O)CCc2cc(OC)no2)cc1	102.0	0
Cc1cccc(OCc2nnc(SCn3nnc4ccccc4c3=O)o2)c1	99.0	-0.3
CCC(=O)N1c2ccccc2CC1C(=O)NCCN1CCN(c2cccc(C(F)(F)F)c2)CC1 (stereo unspecified)	105.0	-0.3

Copied from the list:
O=C(Cn1c(=O)cnc2ccccc21)NCCc1ccccc1 in PV pol inh has 103.0
Cc1ccc(NC(=O)NC(C)c2c(-n3cccc3)sc(C)c2C)c(C)c1 (stereo unspecified) in PV pol inh has 109.0
Cc1ccc(S(=O)(=O)Nc2cncc(C(=O)NC3CCCC3)c2)cc1 in PV pol inh FP z-score has 0.5
CCC(=O)N1c2ccccc2CC1C(=O)NCCN1CCN(c2cccc(C(F)(F)F)c2)CC1 (stereo unspecified) in PV pol inh has 105.0
Cc1ccccc1-c1n[nH]n2c1nc(=O)c1cc(Cl)ccc12 in PV pol inh has 104.0
CC1CCN(CC(=O)N2CCCc3c2c(=O)oc2ccc(OCc4ccccc4)cc32)CC1 in PV pol inh FP z-score has -2.5
CCOc1ccc(CNS(=O)(=O)c2ccc3[nH]c4c(c3c2)CCCC4)cc1OC in PV pol inh has 105.0

Remaining list, next part
SMILES	PV pol inh	PV pol inh FP z-score
CCOC(=O)C1C(C)=NC(=O)NC1C (stereo unspecified)	102.0	-0.1
O=C(CSc1nc2ccccc2nc1Cc1ccc(F)cc1)Nc1ccc2c(c1)OCO2	103.0	-0.6
COc1ccc(NC(=O)CC2C(=O)N(Cc3ccco3)C(=S)N2CCCN2CCN(c3ccc(F)cc3)CC2)cc1 (stereo unspecified)	101.0	0.1
CCCS(=O)(=O)N1CC(=O)N(c2ccc(C)cc2C)C(C)(C(=O)NC2CCCCCC2)C1 (stereo unspecified)	101.0	-1
CC1C=CCC2C(=O)N(c3ccc4c(c3)CCC4)C(=O)C12 (stereo unspecified)	104.0	0.8
Cc1cccc(N2CCN(S(=O)(=O)c3c(C(=O)N4CCC(C)CC4)c(C)n(C)c3C)CC2)c1C	107.0	0.2
COc1ccc(Cl)cc1N(CC(=O)N1CCN(Cc2ccccc2)CC1)S(C)(=O)=O	102.0	0.5
COC(=O)c1nnn(-c2ccc(Br)cc2)c1C(=O)OC	108.0	-1.1
O=C(Nc1nc2n(n1)C(c1ccccc1)C=C(c1ccccc1)N2)c1ccc(Cl)c([N+](=O)[O-])c1 (stereo unspecified)	112.0	0.9
Cc1ccsc1C1c2c(C)nn(-c3ccccc3)c2N=C(c2ccccc2O)C1C(=O)O (stereo unspecified)	108.0	0.9
Cc1ccc(N2CC(NC(=O)c3cccs3)CC2=O)cc1C (stereo unspecified)	105.0	-0.4
CC(C)(C)NC(=O)CN1CCN(c2nc(-c3ccc(Cl)cc3)cs2)CC1	104.0	0.8
CC(=O)Oc1cncc(C(=O)O)c1	104.0	0.6
COc1cccc(NC(=O)c2cnn(-c3ccccc3)c2-n2cccc2)c1	103.0	0.1
CNCCCC12CCC(c3ccccc31)c1ccccc12	101.0&101.0	0.2&0.3
Cc1ccc(-n2nc(CO)c(C(=O)NCCc3ccccc3)n2)cc1C	105.0	-0.3
Cc1ccc(-c2csc(NC(=O)CC3CCCC3)n2)o1	104.0	0.3
CC(C)(C)S(=O)(=O)Cc1nc(-c2ccc(C(F)(F)F)cc2)cs1	104.0	0.5
Cc1ccc(NCc2nc3ccccc3s2)cc1	100.0	-0.8
CN1C(=O)c2cccc3c(Cl)cc(Cl)c1c23	103.0	0.2
COc1ccc(C(=O)Nc2cc(-c3cccc(C)c3)nn2-c2ccccc2)cc1	99.0	-2
CCN(C(=O)CCS(=O)(=O)c1cccc2nsnc12)c1cccc(C)c1	103.0	-0.7
COc1cccc(NC(=O)C2CCCN(S(=O)(=O)c3c(C)[nH]c(=O)[nH]c3=O)C2)c1 (stereo unspecified)	103.0	-0.8
CCCN(C(=O)c1cc2c(s1)-c1c(C)cccc1OC2)c1ccc(OCC)cc1	106.0	0.3
CCCCNc1nc2ccccc2[nH]1	103.0	0
(cont.)
SMILES	PV pol inh	PV pol inh FP z-score
O=C1CCC(C(=O)OCC(=O)N2CCOCC2)=NN1	103.0	0
C=CCn1c(-c2nonc2NC(=O)CC)nc2ccccc21	99.0	-0.4
CCOC(=O)c1[nH]c(CN2CCc3ccccc3C2)c(C(=O)OCC)c1C	104.0	0.1
CN(Cc1ccccc1)C(=O)c1ccc(-n2ccc3ccccc32)s1	101.0	-0.1
Cc1ccc(NC(=O)Cn2c(=O)oc3cc(S(=O)(=O)N4CCC(C)CC4)ccc32)cc1Cl	100.0	-0.6
Cc1[nH]c(-c2ccc(F)cc2)cc1C(=O)N1CCN(c2ccccc2F)CC1	104.0	1
[O-]/[N+](Cc1ccccc1F)=N\O	103.0	0.3
NC(=O)CP(=O)(c1ccccc1)c1ccccc1	102.0	0.9
COc1ccc(NS(=O)(=O)c2ccccc2)cn1	100.0	-0.1
O=C(CCCn1c(=O)c2sccc2n(Cc2c(F)cccc2Cl)c1=O)NCc1ccccc1	113.0	1.5
Cc1cc(C)cc(N2CC(c3nc(-c4ccccc4C)no3)CC2=O)c1 (stereo unspecified)	101.0	-1.3
O=C(NC1CC1)c1cc2cc(Cl)ccc2oc1=O	102.0	0
CCN1CCN(CCCNC(=O)c2ccc3nc(Cc4ccccc4)oc3c2)CC1	111.0	1
COc1cccc(C(=O)NCC2OCCc3ccccc32)c1 (stereo unspecified)	104.0	-0.2
COC(=O)N(C)c1ccccc1C(=O)N1CCOCC1	108.0	0.5
NC(=O)CC1=NC(=O)CS1	101.0	-0.2
CCOc1ccc2nc(SCCC(=O)Nc3ccccc3)sc2c1	102.0	0.1
O=c1c(Cl)c(Cl)cnn1-c1nc2ccccc2[nH]1	48.0*	-5.8*
CCN1N=C(c2ccccc2)CCC1=O	104.0	0.1
NC(=S)Cc1nnc(N2CCOCC2)n1-c1ccccc1	102.0	0.2
c1ccc2c(c1)NCCCS2	101.0	-0.2
Cc1ccc(SC(C)C(=O)NCC(C)C)cc1 (stereo unspecified)	99.0	-0.2
Cc1sc2nc(C)n(/N=C/N(C)C)c(=O)c2c1C	103.0	0.2
COc1ccc(-n2c(=O)[nH]cc(C(=O)N3CCCc4ccccc43)c2=O)cc1	101.0	0.2
O=C(Cn1ncc2c([nH]c3ccccc32)c1=O)Nc1cccc(C(F)(F)F)c1	109.0	0.6
Other structures:
SMILES	PV pol inh	PV pol inh FP z-score
O=C(CSc1ccccc1C(=O)O)NC1CCCc2ccccc21 (stereo unspecified)	104.0	0.7
CCOc1cc(CNC(=O)c2ccc3c(c2)nc2n3CCCCC2)ccc1OC	104.0	-1
Cn1c(=O)c(-c2nc(-c3ccccc3)cs2)cn(-c2ccccc2)c1=O	107.0	0.6
O=C1c2ccccc2NC(c2ccc(Cl)cc2Cl)N1O (stereo unspecified)	106.0	0.8
CC1CCc2c(sc3nc(=S)sc(N)c23)C1 (stereo unspecified)	97.0	-1.4
COC(CNC(=O)c1ccc(Cn2nnc3ccccc3c2=O)cc1)OC	103.0	0.4
Clc1cccc(-n2cc(-c3ccccc3)c3c(NC4CCCC4)ncnc32)c1	109.0	0.3
Cc1nn(Cc2ccc(F)cc2)c(C)c1NC(=O)c1cc(CC(C)C)on1	105.0	0.3
O=C(CN1C(=O)COc2ccccc21)Nc1ccc(S(=O)(=O)Nc2ncccn2)cc1	129.0	3.4
Cc1oc2ncn(CC(C)C)c(=O)c2c1C(=O)Nc1ccc(Cl)cn1	109.0	0.2
Cc1ccc(Cn2nc(C)c(/C=C/C(=O)O)c2Cl)cc1	97.0	-0.3
C/C(=N\OC(=O)c1nn(C)cc1Br)c1ccc(Cl)cc1Cl	102.0	0.2
CN(C)C(=S)Nc1ccc(C(C)(C)C)cc1	100.0	-0.1
O=C(CCc1nc2cccnc2n1Cc1cccs1)Nc1cccc(C(F)(F)F)c1	109.0	0.6
COC(=O)c1ccc(CSc2nc(N)cc(N)n2)cc1	101.0	0.2
Cc1cccc(CN2C(=O)c3ccccc3Sc3ccc(C(=O)NCc4cccs4)cc32)c1	110.0	0.2
CCN(C(=O)Cn1cnc2c(cnn2C)c1=O)c1ccccc1	101.0	0
COc1ccccc1NC(=O)c1cnc(SCC(=O)N2CCOCC2)n(C)c1=O	105.0	-0.6
O=C(COc1cccc(NC(=O)C(F)(F)C(F)F)c1)N1CCOCC1	101.0	-0.2
Cc1nc(SCC(=O)N2CCCC2)c2c(C)c(C)sc2n1	97.0	-0.6
Cc1ccc(C(=O)NC2(C(F)(F)F)N=C(c3ccccc3)N(C3CCCCC3)C2=O)cc1 (stereo unspecified)	106.0	0.4
Cc1ccc(NC(=O)OC(C)(C)C)s1	102.0	-0.1
CC(C)Cn1c(/C=C/c2ccc(F)cc2)nc2ccccc21	104.0	0.1
CCOC(=O)c1sc(NC(=O)C2CC(=O)N(c3ccccc3)C2)c(C#N)c1C (stereo unspecified)	102.0	0
CCOC(=O)c1c(NC(=O)CSc2nccn2C)sc2c1CCCC2	102.0	0.2
O=C(CN(Cc1ccccc1)S(=O)(=O)c1ccc(Br)cc1)N1CCOCC1	102.0	0.1

Assay outcomes as filed in PubChem BioAssay.
